GALK inh: blocks human galactokinase activity; P51570; Purified GALK, Kinase-Glo residual ATP luminescence; Potency, µM (titrated, usually from 57.5 µM), inactives show at the highest dose activity change, negative = inhibition, most hits filed as inhibitors; 0.007% of 270,000 active; AID 1868; note: potency is the fitted concentration of half-maximal effect; % is set by controls: 0 for no effect and ±100 for the full control effect
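Kinase-Glo Plus luminescence measured ATP left after a 1 h room-temperature reaction. The reaction used 5 nM GALK, 100 uM galactose and 35 uM ATP at pH 8.0 (20 mM HEPES, 5 mM MgCl2, 60 mM NaCl, 1 mM DTT, 0.01% BSA).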
Giardia kill: kills Giardia lamblia | Giardia lamblia trophozoite viability | activity change, % at 7.66 µM, hits read low | 0.15% of 340,000 active | AID 540267; in the data active = activity change below about -80%; inconclusive = between about -30% and that limit;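 note: parasites exposed to compound for two days anaerobically before the ATP read; % is set by controls: 0 for no effect and ±100 for the full control effect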
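ATP-content bioluminescence gauges trophozoite survival. Cells (100/well) receive compound and incubate anaerobically for 48 hrs at 37 deg C; detection reagent follows for 15-30 min at room temperature.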
B2AR arrestin: agonists driving beta-arrestin recruitment to human beta2-adrenergic receptor; Potency, µM (series often up to 46.1 µM), without a hit: at the highest dose activation, actives largely listed as activators; 0.02% of 330,000 active; beta-arrestin recruitment to beta2AR, cell-based reporter; P07550; AID 492947;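 note: potency is the fitted concentration of half-maximal effect; 0% = DMSO controls and full agonism = EC100 isoproterenol or metaproterenol; nearly all actives have a fitted effect of over 65% in size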
Target sequence (P07550 whole entry, looked up): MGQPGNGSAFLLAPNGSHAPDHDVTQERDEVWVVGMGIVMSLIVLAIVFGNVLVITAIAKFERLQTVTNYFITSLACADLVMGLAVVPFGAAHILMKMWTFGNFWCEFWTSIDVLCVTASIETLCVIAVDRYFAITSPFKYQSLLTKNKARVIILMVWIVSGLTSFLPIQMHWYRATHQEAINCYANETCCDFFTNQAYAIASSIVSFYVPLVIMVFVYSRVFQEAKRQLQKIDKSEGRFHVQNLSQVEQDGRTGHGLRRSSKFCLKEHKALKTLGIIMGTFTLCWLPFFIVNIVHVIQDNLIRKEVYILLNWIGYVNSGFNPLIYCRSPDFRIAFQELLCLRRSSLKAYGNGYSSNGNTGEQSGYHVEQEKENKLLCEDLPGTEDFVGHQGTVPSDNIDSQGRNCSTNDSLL
Menin MLL FP TR: menin-MLL binding inhibition, Texas Red mutant peptide; O00255; Menin + Texas Red MLL mutant peptide, fluorescence polarization; Potency, µM (top dose mostly 61.6 µM), without a hit: at the highest dose FP activity change, negative = inhibition, hits mostly inhibitors; 0.23% of 270,000 active; AID 1768; active = well fitted inhibition curve with a large enough effect in the polarisation, with a control signal flat, not every such curve was filed as active; inconclusive = small, poorly fitted or top-dose-only effect, or effect the other way, or a change in a side signal; inactive = no such curve, though single readings can be large or run the other way; the % refers to the polarisation; note: potency is the fitted concentration of half-maximal effect; % of control where 0% means no effect; many of its hits are not listed in these tables
PKM2 act: increases activity of human pyruvate kinase M2 | P14618 | purified PKM2, Kinase-Glo ATP luminescence, activation; response scale: 0% is enzyme alone, no compound | Potency, µM (doses to about 57.5 µM), for inactives: at the top dose activation, usual class: activators | 0.34% of 260,000 active | AID 1631; note: potency is the fitted concentration of half-maximal effect; % is set by controls: 0 for no effect and ±100 for the full control effect; nearly all actives have a fitted effect of over 55% in size
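Kinase-Glo luminescence reports ATP generated from ADP (0.1 mM) and PEP (0.5 mM) by purified hPK-M2 after 1 h at room temperature, pH 7.2 imidazole buffer; intermediate enzyme activity allows detecting inhibitors and activators.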
Tb PFK block: T. brucei PFK enzyme inhibition; O15648; T. brucei PFK, ADP-Glo luminescence; Potency, µM (highest dose often 57.5 µM), for the others: at the top dose activity, negative = inhibition, most hits filed as inhibitors; 0.17% of 330,000 active; AID 485367;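 note: potency is the fitted concentration of half-maximal effect; 0% = uninhibited 1x PFK enzyme wells and -100% = no-enzyme wells; nearly all actives have a fitted effect of over 60% in size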
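Activity is normalized to no-enzyme wells (full inhibition) and 1.25 nM enzyme wells (no inhibition). Reaction: 0.5 mM F6P, 0.1 mM ATP, 45 min RT, ADP-Glo luminescence; concentration-response curves fitted and classed by quality.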
Chronic BCR inh: blocks chronic active B-cell receptor signaling | ABC-DLBCL IkBa-CBG/CBR reporter, luminescence ratio, 4 h | Potency, µM (top dose mostly 46.1 µM), for the others: at the top dose ratio change, negative = lower green/red ratio, actives largely listed as inhibitors | 0.05% of 340,000 active; active = well fitted inhibition curve with a large enough effect in the signal ratio, with a control signal flat, not every such curve was filed as active; inconclusive = small, poorly fitted or top-dose-only effect, or effect the other way, or a change in a side signal; the % refers to the signal ratio;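 note: potency is the fitted concentration of half-maximal effect; plate controls were basal doxycycline-induced cells for no effect and cells given 10 µM MG132 for full effect; MG132 reads +100%, hits lower the ratio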
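Compounds up to 46 uM were incubated four hours with TMD8 cells whose green CBG68 luciferase is fused to IkappaBalpha; red CBR luminescence normalised the signal, and concentration-effect curves were fitted to fusion, red and ratio data.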
Integrin act MD: activates integrin-mediated alleviation for muscular dystrophy; alpha7betagal myoblasts, beta-gal FDG fluorescence, 48 h; Potency, µM (series often up to 38.3 µM), without a hit: at the top dose activation, hits mostly activators; 0.064% of 350,000 active;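 note: potency is the fitted concentration of half-maximal effect; 100% = response of the positive control SU9516; nearly all actives have a fitted effect of over 60% in size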
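alpha7betagal+/- myoblasts (passage 13, 250/well) treated 48 h at 37C with compounds at 1:260 dilution of DMSO stock. Lysed, then beta-galactosidase activity read as FDG fluorescence (ex 480/em 540) after 30 min, with pre-read for autofluorescence.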
FBPA coupling cs: counter-screen for Giardia aldolase inhibitors: coupling enzyme system; coupling enzyme system counterscreen, AmpLite Red fluorescence; activity change, negative = inhibition, % at 58.2 µM, hits read low; 0.67% of 290,000 active; AID 2472; in the data active = activity change below about -30%; note: % is set by controls: 0 for no effect and ±100 for the full control effect
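Counterscreen of the coupled detection system alone, without aldolase: glyceraldehyde-3-phosphate coupling enzymes plus AmpLite Red readout. Compounds at 57.5 uM final, 10 min RT preincubation, 20 min RT reaction, fluorescence 525/598 nm.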
PTAP TSG101 blk: blocks PTAP/TSG101 interaction to inhibit HIV-1 budding; Q99816; Fluorescence polarization, FITC-PTAP peptide / Tsg101 binding; Potency, µM (series often up to 115 µM), for inactives: at the highest dose activity change, negative = inhibition, usual class: inhibitors; 340,000 tested, under 10 active; AID 493005; active = well fitted inhibition curve with a large enough effect in the main read-out, with a control signal flat, not every such curve was filed as active; inconclusive = small, poorly fitted or top-dose-only effect, or effect the other way, or a change in a side signal; inactive = no such curve, though single readings can be large or run the other way; note: potency is the fitted concentration of half-maximal effect; % of control where 0% means no effect
Target sequence (Q99816 whole entry, looked up): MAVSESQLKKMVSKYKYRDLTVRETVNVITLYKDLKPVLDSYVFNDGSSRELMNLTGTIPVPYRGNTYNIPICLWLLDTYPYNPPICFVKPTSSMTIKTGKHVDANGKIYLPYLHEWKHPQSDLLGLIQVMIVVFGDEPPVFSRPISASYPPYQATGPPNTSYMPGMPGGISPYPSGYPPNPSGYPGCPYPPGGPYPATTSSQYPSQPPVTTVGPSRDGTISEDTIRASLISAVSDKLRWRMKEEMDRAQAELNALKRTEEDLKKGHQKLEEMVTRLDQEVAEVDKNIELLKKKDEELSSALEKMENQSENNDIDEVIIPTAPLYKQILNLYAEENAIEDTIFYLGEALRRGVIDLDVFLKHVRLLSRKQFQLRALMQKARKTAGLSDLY
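Steps: Tsg101 binding domain dispensed (10 uM final), compounds pinned in DMSO, FITC-labeled PTAP-motif peptide added (50 nM final); after 20 min binding at room temperature, polarization measured.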
S-ASM inh: human S-ASM enzyme inhibition; P17405; placental ASM, HMU-PC fluorogenic substrate, 60 min; Potency, µM (top dose mostly 57.5 µM), without a hit: top-dose activity change, negative = inhibition, usual class: inhibitors; 0.006% of 340,000 active; AID 504937; note: potency is the fitted concentration of half-maximal effect
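Human placenta-derived ASM preincubated with compound 10 min at room temperature, then reacted with 9 uM (final) fluorogenic HMU-PC substrate for 60 min at 37 C. Stop solution raises pH to 10; fluorescence read at Ex 386/Em 447 nm.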
Active calls of the source: *; ? = inconclusive; nt = no result given; [ ] = dose if it differs, or a comment. Unless noted, calls come from the whole dose curve; as a rule, active = well fitted curve in the direction sought with a large enough effect; inconclusive = small, poorly fitted or top-dose-only effect, or another doubt; inactive = no such curve, though single readings can be large; an effect the other way counts as inactive or inconclusive. The list is partial; the hit share may differ from the screen's.

SMILES	GALK inh	Giardia kill	B2AR arrestin	Menin MLL FP TR	PKM2 act	Tb PFK block	Chronic BCR inh	Integrin act MD	FBPA coupling cs	PTAP TSG101 blk	S-ASM inh
O=C(NCCc1ccccc1)C1CCN(Cc2ccccc2F)CC1	0%	11	0.1%	10%	1%	0%	-3%	1%	-1	0%	4%
COc1ccc(/C(C)=N/NC(=O)CNC(=O)C2COc3ccccc3O2)c(OC)c1 (stereo not drawn)	-2%	-3	0.0%	nt	0%	1%	4%	1%	2	0%	-1%
CC1CN(C(=O)c2cccc(COc3ccc(Br)cc3)c2)CC(C)O1 (stereo not drawn)	-1%	-26	6.7%	2%	8%	0%	?	2%	-1	0%	-3%
Cn1c(SCc2ccccc2)nnc1-c1ccc2c(c1)OCO2	1%	1	0.0%	-25%	-1%	-2%	-13%	-13%	-2	0%	-2%
CCOC(=O)c1cnc2c(C(F)(F)F)cccc2c1NCCCN1CCOCC1	7%	-7	0.4%	-19%	-4%	-1%	7%	-30%	1	2%	5%
c1ccc(-c2csc(-c3ccc(-c4csnn4)cc3)n2)cc1	-1%	22	0.0%	nt	6%	1%	?	?	0	3%	-8%
Cc1ccc2cccc(OCC(=O)NCc3ccco3)c2n1	1%	1	-1.2%	6%	-5%	-1%	-7%	15%	1	-3%	6%
N/C(Cc1nc(-c2ccc(F)cc2)cs1)=N\O	-3%	5	0.1%	nt	6%	0%	?	-4%	2	-1%	-2%
COc1cc(C2/C(=C(\O)c3ccc4c(c3)CC(C)O4)C(=O)C(=O)N2CCCn2ccnc2)cc(OC)c1OC (stereo not drawn)	1%	-10	0.4%	nt	nt	-7%	-7%	10%	nt	-1%	7%
CCOC(=O)c1c(C)[nH]c(C(=O)/C(C#N)=C/c2ccc(OC)c(OC)c2)c1C	-3%	8	0.4%	5%	-3%	-1%	0%	6%	3	-5%	-21%
CCOC(=O)CC(NC(=O)Cc1cccs1)c1ccccc1Cl (stereo not drawn)	0%	-5	-0.5%	19%	nt	2%	5%	-13%	0	-8%	4%
CCc1cc2c(NCCC(=O)O)ncnc2s1	-1%	17	-0.1%	?	-15%	4%	4%	6%	1	-2%	3%
CCOC(=O)NN1C(=O)c2ccccc2NC1c1ccc(OC)c(OC)c1 (stereo not drawn)	0%	-27	-0.3%	1%	-3%	1%	-25%	35%	3	-5%	220%[activator]
CCCCN(C)CCNC(=O)C(=O)c1c(C)[nH]c2ccccc12	-2%	-10	-0.1%	4%	9%	-2%	0%	-12%	0	-2%	-1%
Cc1cccc(NC(=S)NNC(=O)c2csc3c2CCCC3)c1	nt	-17	0.2%	7%	0%	1%	-3%	-7%	6	nt	-3%
CCCCOc1ccc(C2C(C(=O)c3ccc(C)o3)=C(O)C(=O)N2Cc2ccco2)cc1 (stereo not drawn)	6%	nt	0.2%	nt	-7%	1%	6%	nt	nt	nt	nt
CCCc1ncc(CN2CCC(C(=O)Nc3cccc(-c4cscn4)c3)CC2)cn1	8%	9	0.4%	24%	-3%	-5%	-13%	6%	1	-8%	1%
O=C(CSc1nnc(-c2ccccc2)n1Cc1ccco1)Nc1ccc(S(=O)(=O)N2CCCC2)cc1	0%	10	0.3%	-7%	0%	-3%	7%	-23%	2	-6%	-3%
CCOC(=O)[C@H]1[C@H]2COc3ccc(C)cc3[C@@H]2N2C(=O)c3cc(Cl)ccc3NC(=O)[C@@]12C	nt	1	1.8%	nt	nt	-16%	?	-18%	nt	-1%	0%
O=C(N/N=C/C=C\c1ccccc1[N+](=O)[O-])c1ccco1	10%	6	0.0%	-13%	0%	4%	-2%	-17%	1	-1%	-2%

A different layout for some results above.
SMILES,GALK inh,Giardia kill,B2AR arrestin,Menin MLL FP TR,PKM2 act,Tb PFK block,Chronic BCR inh,Integrin act MD,FBPA coupling cs,PTAP TSG101 blk,S-ASM inh
CCc1cc2c(NCCC(=O)O)ncnc2s1,-1%,17,-0.1%,?,-15%,4%,4%,6%,1,-2%,3%
CCOC(=O)NN1C(=O)c2ccccc2NC1c1ccc(OC)c(OC)c1 (stereo not drawn),0%,-27,-0.3%,1%,-3%,1%,-25%,35%,3,-5%,220%[activator]
CCCCN(C)CCNC(=O)C(=O)c1c(C)[nH]c2ccccc12,-2%,-10,-0.1%,4%,9%,-2%,0%,-12%,0,-2%,-1%

Structural class: the compounds so far containing fluorine.
SMILES	GALK inh	Giardia kill	B2AR arrestin	Menin MLL FP TR	PKM2 act	Tb PFK block	Chronic BCR inh	Integrin act MD	FBPA coupling cs	PTAP TSG101 blk	S-ASM inh
O=C(NCCc1ccccc1)C1CCN(Cc2ccccc2F)CC1	0%	11	0.1%	10%	1%	0%	-3%	1%	-1	0%	4%
CCOC(=O)c1cnc2c(C(F)(F)F)cccc2c1NCCCN1CCOCC1	7%	-7	0.4%	-19%	-4%	-1%	7%	-30%	1	2%	5%
N/C(Cc1nc(-c2ccc(F)cc2)cs1)=N\O	-3%	5	0.1%	nt	6%	0%	?	-4%	2	-1%	-2%

The results go on:
SMILES	GALK inh	Giardia kill	B2AR arrestin	Menin MLL FP TR	PKM2 act	Tb PFK block	Chronic BCR inh	Integrin act MD	FBPA coupling cs	PTAP TSG101 blk	S-ASM inh
COC1C(O)C(O)C(O)C(O)C1O (stereo not drawn)	nt	-4	nt	4%	nt	nt	nt	-16%	0	0%	-2%
Cn1cc(CN2CCC(C(=O)Nc3ccc(Oc4ccccc4F)cc3)CC2)cn1	0%	-7	-1.6%	nt	nt	0%	3%	-57%[inhibitor]	nt	-5%	-4%
O=C(C1CCN(c2nnc(-n3cccc3)s2)CC1)N1CCCCC1	4%	-7	4.2%	-1%	nt	-8%	-2%	4%	0	-3%	4%
COc1ccccc1NC(=O)NCCC1=CCCCC1	0%	1	-1.2%	-11%	6%	5%	?	?	-3	-3%	-1%
CCOC(=O)C1(Cc2ccccc2C(F)(F)F)CCN(C2CCN(C(C)=O)CC2)CC1	1%	-9	0.0%	-18%	1%	-3%	?	-9%	8	0%	3%
CNC(=O)COC(=O)c1ccc(Cl)c(S(N)(=O)=O)c1	-3%	0	-0.2%	nt	3%	4%	11%	-13%	4	-8%	-2%
CCCN1C(=O)/C(=C2\SC(N3CCCCC3)=NC2=O)c2ccccc21	-1%	-1	-0.3%	-12%	3%	5%	1%	-2%	-1	-4%	?
COCCNC(=O)c1ccc2nc(Cc3ccc(OC)c(OC)c3)oc2c1	-3%	-9	0.6%	-9%	0%	2%	0%	-13%	1	-2%	3%
O=C(COc1ccccc1)N1CCN(c2ccccc2)CC1	0%	-11	0.0%	-6%	-1%	0%	5%	7%	-2	-2%	7%
COc1ccc(C(=O)N2CCC(C(=O)O)CC2)c2ccccc12	0%	11	-0.3%	17%	1%	3%	-6%	14%	1	4%	1%
COC(=O)c1[nH]c2cccc(C)c2c1NC(=O)CN1CCN(c2ccccc2OC)CC1	3%	-11	0.4%	-10%	-3%	1%	-13%	20%	-1	-2%	-4%
CC(=O)Nc1ccc(S(=O)(=O)N2CCSC2c2ccc(C)cc2)cc1 (stereo not drawn)	4%	-7	-0.3%	20%	-3%	-1%	0%	-4%	6	0%	-16%
CCn1c2ccccc2c2cc(NC(=O)C(=O)NCC3CCCO3)ccc21 (stereo not drawn)	-2%	4	-0.4%	?	0%	0%	?	12%	0	-3%	-1%
CC1CCCN(C(=O)COC(=O)CNC(=O)c2ccc(Br)cc2)C1 (stereo not drawn)	nt	-19	-0.1%	nt	nt	-4%	5%	6%	nt	-3%	1%
COc1ccc(SC[C@H](C)CN2CC[C@H](C(C)(C)C)CCC2=O)cc1	nt	?	-0.3%	nt	nt	-4%	7%	-3%	nt	-7%	-7%
O=C(c1cc(-c2ccccc2Cl)nc2ccccc12)N1CCOCC1	0%	21	-0.3%	0%	0%	0%	?	2%	1	nt	-4%
O=C(Cc1c[nH]c2ccccc12)N/N=C/c1ccc(F)cc1	-1%	2	-0.5%	19%	-3%	-1%	5%	-5%	-4	-2%	-4%
